KB-3-1 tox = kills parental KB-3-1 adenocarcinoma cells; KB-3-1 viability, CellTiter-Glo ATP luminescence, 72 h; Potency, µM (doses to about 46.1 µM), for the others: at the highest dose activity change, negative = cytotoxic, most hits filed as cytotoxic; 400,000 tested, 1.4% active; note: % is set by controls: 0 for no effect and ±100 for the full control effect; nearly all actives have a fitted effect of over 60% in size
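Screening of KB-3-1 cells (DMEM, 10% FBS, phenol-red free) ran from lowest to highest compound concentration; after 72 h at 37 °C viability was read luminescently and curves fitted.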
KB-V1 MDR tox = kills drug-selected multidrug resistant KB-V1 cells; KB-V1 MDR cells viability, CellTiter-Glo, 72 h; Potency, µM (top dose mostly 46.1 µM), without a hit: at the top dose activity change, negative = cytotoxicity, usual class: cytotoxic; AID 1347076; 400,000 tested, 3.4% active; note: % is set by controls: 0 for no effect and ±100 for the full control effect; nearly all actives have a fitted effect of over 60% in size
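qHTS viability screen in drug-selected KB-V1 MDR cells: 72 h compound treatment at 37 degrees C, ATP luminescence end point.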
GLP-1R inv ag = acts as inverse agonist at human GLP-1 receptor | 410,000 tested, 1.6% active | Potency, µM (series often up to 38.3 µM), for the others: top-dose activity change, negative = inhibition, hits mostly inhibitors | P43220 | HEK293 GLP-1R CRE-luciferase, luminescence, 24 h; GLP-1R form is constitutively active; note: % is set by controls: 0 for no effect and ±100 for the full control effect; nearly all actives have a fitted effect of over 55% in size
Target sequence (P43220 whole entry, looked up): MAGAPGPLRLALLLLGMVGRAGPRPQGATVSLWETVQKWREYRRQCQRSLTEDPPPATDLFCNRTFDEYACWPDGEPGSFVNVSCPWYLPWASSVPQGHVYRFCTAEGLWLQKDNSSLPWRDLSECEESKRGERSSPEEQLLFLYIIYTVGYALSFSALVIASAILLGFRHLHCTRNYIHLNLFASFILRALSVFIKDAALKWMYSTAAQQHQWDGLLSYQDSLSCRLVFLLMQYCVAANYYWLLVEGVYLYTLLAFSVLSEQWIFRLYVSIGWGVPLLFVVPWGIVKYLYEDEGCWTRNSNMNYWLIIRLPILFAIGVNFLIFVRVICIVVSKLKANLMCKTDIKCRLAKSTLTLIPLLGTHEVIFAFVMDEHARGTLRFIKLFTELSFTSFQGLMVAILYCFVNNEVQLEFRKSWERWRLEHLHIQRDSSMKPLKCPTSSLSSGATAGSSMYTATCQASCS
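Using stably transfected HEK293 (constitutively active GLP-1R, cAMP-luciferase reporter), compounds were incubated 24 hr and luciferase measured by luminescence.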
SW480 rereplic = inducers of DNA re-replication in SW480 colon cancer cells; SW480 DNA re-replication, Hoechst DNA content imaging, 48 h; Potency, µM (doses to about 46.1 µM), for inactives: top-dose re-replication activation, most hits filed as activators; 340,000 tested, 1.8% active; note: % of control where 0% means no effect; nearly all actives have a fitted effect of over 55% in size
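Image-based read-out: total Hoechst fluorescence of nuclei (405 nm excitation, 500-530 nm emission), with hits raising the fraction of high-intensity nuclei. SW480 colon cells incubated 48 hr with compounds at 37 C.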
GLP1R ag = agonists of human GLP-1 receptor | P43220 | HEK293 GLP-1R CRE-luciferase, luminescence, 4-6 h; cells express a hypersensitive GLP-1R form | Potency, µM (doses to about 45.6 µM), without a hit: top-dose activation, hits mostly activators | 380,000 tested, 0.007% active; note: % of control where 0% means no effect
HT1080-NT tox = kills 2HG-producing HT-1080-NT fibrosarcoma cells | AID 686970 | Potency, µM (series often up to 46.1 µM), without a hit: top-dose activity, negative = less viability, hits mostly cytotoxic | 360,000 tested, 1.6% active | HT-1080-NT fibrosarcoma viability, CellTiter-Glo ATP luminescence, 48 h;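 note: NT is the 2HG producing partner of a matched IDH1 knockdown line; 0% = DMSO-treated cells and -100% = media-only wells without cells; nearly all actives have a fitted effect of over 55% in size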
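A 48-hour cytotoxicity screen used HT-1080-NT cells plated 2 hours before compound delivery. ATP-based CellTiter-Glo luminescence measured viability, normalized to DMSO and no-cell controls.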
HT1080 IDH1KD tx = toxicity to HT-1080 IDH1 knockdown cells (counter line); Potency, µM (top dose mostly 46.1 µM), for inactives: top-dose activity, negative = toxicity, hits mostly cytotoxic; 360,000 tested, 2% active; HT-1080 IDH1 knockdown viability, ATP luminescence, 48 h;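 note: 0% = DMSO wells and -100% = cell-free medium wells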
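HT-1080-IDH1KD cells (IDH1 knocked down), 750/well in RPMI with 5% FBS, treated with compound 48 h at 37 degrees C. Viability by CellTiter-Glo luminescence, normalised to DMSO and no-cell wells; concentration-response curves classed.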
TDP43 rescue = rescues yeast growth from TDP-43 toxicity; AID 652104; 410,000 tested, 1.8% active; Potency, µM (highest dose often 46.1 µM), without a hit: at the top dose growth rescue (activation), actives largely listed as activators; TDP-43 expressing yeast growth rescue, BacTiter-Glo, 24 h; note: % of control where 0% means no effect; nearly all actives have a fitted effect of over 50% in size
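In this qHTS, compounds that restore growth of yeast expressing TDP-43 appear as activators. Cells (OD600=0.02, galactose medium, raffinose-pregrown) are incubated with compound 24 hr at 30 deg C and growth is quantified by BacTiter-Glo.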
HEK293 tox = cytotoxic in the GLP-1 receptor inverse agonist counter-screen. HEK293 cAMP-luciferase reporter cells, luminescence, 24 h. Potency, µM (titrated, usually from 38.3 µM), for inactives: at the top dose activity change, negative = inhibition, usual class: inhibitors. 410,000 tested, 0.13% active;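 note: loss of luciferase light is scored as toxicity; % is set by controls: 0 for no effect and ±100 for the full control effect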
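Luminescence readout: signal drop marks cytotoxicity. Plated cells grew 12 h at 37 °C, 5% CO2, received 23 nL compound for 24 h, then got luciferase reagent, read after 12 min at RT.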
The depositor's hits bear a star; ? = inconclusive; nt = no result given; & = joins results of further samples; [ ] = another dose, or the depositor's remark. Calls come from the whole dose curve; as a rule, active = well fitted curve in the direction sought with a large enough effect; inconclusive = small, poorly fitted or top-dose-only effect, or another doubt; inactive = no such curve, though single readings can be large; an effect the other way counts as inactive or inconclusive. Potency is the fitted concentration of half-maximal effect.

SMILES	KB-3-1 tox	KB-V1 MDR tox	GLP-1R inv ag	SW480 rereplic	GLP1R ag	HT1080-NT tox	HT1080 IDH1KD tx	TDP43 rescue	HEK293 tox
CSc1ncccc1C(=O)OCC(=O)NC(C)C	-3.2%	?	?	-9.8%	9.7%	6.7%	20.6%	0.1%[0.397 µM]	?
FC(F)(F)c1cc(-c2ccccc2)nc(NC2CCCC2)n1	14.6%	0.4%	?	12.2%	-3.3%	-0.9%	-0.1%	21.0%	-1.4%
CC(C)(C)c1cc(NC(=O)COC(=O)c2ccc3c(=O)n4c(nc3c2)CCC4)n(-c2ccccc2)n1	1.4%	4.3%	7.9%	-1.6%	-5.5%	17.1%	17.7%	15.7%	-7.4%
O=C1/C(=C\c2ccccc2Cl)SC(=S)N1CCC(=O)N1CCCc2ccccc21	23.1µM*	?	-0.4%	2.4%	-3.7%	-25.3%	?	9.3%	2.9%
O=C(NCc1ccccc1Cl)C1CCN(c2ncnc3c2nc2n3CCCCC2)CC1	4.1%	19.2%	-19.1%&54.6%	1.7%	-5.1%	2.1%	-9.5%	-9.8%&11.6%	-3.4%&0.0%
CC(=O)c1c(C)[nH]c(-c2ccccc2)nc1=S	0.4%	7.4%	-7.3%	-15.6%	-0.5%	1.7%	2.6%	?	-1.8%
Cc1cc(C(=O)Nc2cccc(S(=O)(=O)N3CCCCC3)c2)c2ccccc2n1	-15.9%	?	8.0%[0.307 µM]	-7.6%	-0.2%	-27.0%	-19.3%	-3.2%	-2.9%[0.307 µM]
Cc1cccc(/C=N/NC(=O)NC2CCCCC2)c1	0.8%	12.8%	?	8.7%	27.0%	9.2%	1.0%	22.0%	-6.6%
Cc1cnc([N+](=O)[O-])n1CCOC(=O)NC(=O)c1ccc(C(F)(F)F)cc1	-2.1%	-2.5%	0.3%	1.0%	2.9%	15.7%	16.4%	4.4%	11.2%
CCCCN(C(=O)CSc1nn(-c2ccc(F)cc2)c(=S)s1)c1c(N)n(CCCC)c(=O)[nH]c1=O	0.3%	?	17.5%	?	11.1%	-2.6%	-4.8%	-17.5%	7.7%
Cc1cccc(-n2ncc3c(N4CCCC(C)C4)ncnc32)c1 (stereo not given)	0.8%	5.2%	?	nt	nt	nt	nt	?	-9.2%
CC1CCCC(NC(=O)CSc2nnc(N)s2)C1C (stereo not given)	9.3%	3.0%	-9.6%	7.2%	-8.2%	7.9%	5.6%	12.3%	-4.4%
C/C=C(/C)C(=O)Nc1cccc(C2=NOC3(C2)C[C@H](C(N)=O)N(C(=O)COc2ccc(Cl)cc2)C3)c1 (stereo not given in full)	16.7%	?	17.0%	3.1%	-1.5%	5.7%	15.7%	-5.4%	-6.4%
Cc1ccc(-c2nnn(CC(=O)N(Cc3ccco3)C(C(=O)NC3CCCC3)c3cccs3)n2)o1 (stereo not given)	8.8%	-17.4%	?	0.1%	-5.4%	7.1%	12.1%	-4.2%	-18.3%
CCn1nc(CCC(=O)O)c2ccccc2c1=O	0.7%	?	-9.8%	-10.1%	-7.4%	2.1%	-0.1%	4.8%	-38.6%
CCOC(=O)c1cc2c(=O)n3ccccc3nc2n(CC2CCCO2)c1=NC(=O)c1cc(C)cc(C)c1 (stereo not given)	?	?	15.5%	nt	nt	nt	nt	24.5%	43.8%[activator]
Cc1c(C(=O)NCCc2ccc(Cl)cc2)cccc1-n1cnc2cccnc21	-18.4%	-16.9%	6.2%	nt	nt	nt	nt	8.1%	-10.1%
COc1ccc(C2SCCN2C(=S)Nc2cccc(C(F)(F)F)c2)cc1 (stereo not given)	0.9%	-4.8%	7.8%	3.0%	10.6%	0.0%	5.2%	-15.0%	-7.6%
Cc1cc(C(=O)COC(=O)/C=C/c2cccc(Br)c2)c(C)n1C	-4.8%	0.0%	6.5%	-3.0%	1.8%	5.6%	0.4%	0.9%	-0.2%
COc1ccccc1CNC(=O)COC(=O)Cc1c(F)cccc1Cl	-7.6%	1.5%	-8.9%	11.1%	0.2%	15.0%	8.9%	-27.9%	-1.0%
Cc1cccc(C(=O)NCC(=O)OCc2cc(=O)n3nc(CC(C)C)sc3n2)c1	1.0%	0.5%	9.0%	nt	nt	nt	nt	-5.4%	3.1%
O=[N+]([O-])c1ccccc1/C=C\C=N\N1CCN(c2ccccc2)CC1	3.3%	-2.5%	?	-34.4%[inhibitor]	7.2%	8.6%	-2.8%	21.0%	-9.2%
Cc1cc(C=NCCO)c(C)n1-c1cc(Cl)ccc1Cl	-2.9%	-1.6%	-4.5%	-3.4%	9.9%	-0.5%	1.4%	?	-4.3%
CCCCc1cc(=O)oc2cc(OCC(=O)NCCN3CCOCC3)c(Cl)cc12	23.4%	3.2%	-1.4%	-21.5%	14.6%	-11.8%	-5.5%	-0.1%	5.1%
CCC1Oc2ccccc2N(CC(=O)NCCCN2CCCCC2CC)C1=O (stereo not given)	12.2%	1.0%	?	0.4%	-0.5%	18.9%	0.0%	-21.8%	-9.5%

Individual results from the results shown.
Reading of CCCCN(C(=O)CSc1nn(-c2ccc(F)cc2)c(=S)s1)c1c(N)n(CCCC)c(=O)[nH]c1=O in TDP43 rescue: -17.5%
Reading of Cc1ccc(-c2nnn(CC(=O)N(Cc3ccco3)C(C(=O)NC3CCCC3)c3cccs3)n2)o1 (stereo not given) in KB-V1 MDR tox: -17.4%
Reading of O=C1/C(=C\c2ccccc2Cl)SC(=S)N1CCC(=O)N1CCCc2ccccc21 in TDP43 rescue: 9.3%
Reading of O=C(NCc1ccccc1Cl)C1CCN(c2ncnc3c2nc2n3CCCCC2)CC1 in KB-3-1 tox: 4.1%

The listing picks up, repeating the 2 entries before the break.
SMILES	KB-3-1 tox	KB-V1 MDR tox	GLP-1R inv ag	SW480 rereplic	GLP1R ag	HT1080-NT tox	HT1080 IDH1KD tx	TDP43 rescue	HEK293 tox
CCCCc1cc(=O)oc2cc(OCC(=O)NCCN3CCOCC3)c(Cl)cc12	23.4%	3.2%	-1.4%	-21.5%	14.6%	-11.8%	-5.5%	-0.1%	5.1%
CCC1Oc2ccccc2N(CC(=O)NCCCN2CCCCC2CC)C1=O (stereo not given)	12.2%	1.0%	?	0.4%	-0.5%	18.9%	0.0%	-21.8%	-9.5%
Cn1c(SCc2ccc(F)cc2Cl)nc2ccccc2c1=O	?	?	4.7%	-0.9%	3.6%	-2.7%	-11.8%	-2.3%	11.9%
O=C(COC(=O)c1ccc(OC(F)F)cc1)NCCNC(=O)COC(=O)c1ccc(OC(F)F)cc1	-4.0%	3.1%	21.9%	20.8%	-2.2%	-3.6%	1.7%	-19.7%	-3.1%
N#CC1CN(C(c2ccccc2)c2ccccc2)C1	8.5%	4.0%	3.9%	-5.1%	6.2%	5.2%	3.9%	-15.2%[0.397 µM]	-2.6%
CCOc1ccccc1N1CC(C(=O)NNC(=O)c2ccc(F)cc2)CC1=O (stereo not given)	-0.4%	8.9%	11.7%	-0.2%	21.7%	0.5%	-3.0%	-9.7%	-1.9%
N#CCN=C(c1ccccc1)c1ccccc1	16.9%	-8.0%	6.6%	-3.1%	9.0%	13.7%	12.5%	21.0%	1.7%
CN(C(=O)c1ccc(F)cc1)c1ccccc1C(=O)NCc1ccccc1	nt	nt	7.4%	8.1%	5.3%	0.0%	-0.2%	-24.0%	12.3%
Cc1cc(C)cc(NC(=O)c2cccc3c2C(=O)N(C2CCCCC2)C3)c1	-1.4%&4.6%	4.0%&25.6%	8.9%&6.0%	-5.0%	-4.8%&0.0%	16.1%	0.0%	-2.3%&14.3%	9.2%&-11.4%
COc1ccc(S[C@@H](CCN2CC[C@H](C)CCC2=O)c2ccccc2)cc1	-4.8%&-17.1%	?	10µM*	-2.0%	3.6%	-23.9%	-9.1%	?	0.5%
CCn1cc(S(=O)(=O)CC(=O)Nc2ccc3c(c2)OCCO3)c2ccccc21	11.9%	-16.0%	-1.4%	-2.2%	-4.7%	14.5%	14.4%	3.8%	9.2%
COc1cc(OC)cc(C(=O)Nc2ccccc2NC(C)=O)c1	12.0%	-6.0%	6.2%	-0.7%	-1.1%	2.8%	9.4%	10.0%	-2.9%
CCOc1ccccc1CNC(=O)CCNC(=O)Cn1ccc2ccccc2c1=O	-0.4%	-0.1%	-4.6%	-4.0%	-0.5%	13.8%	1.2%	-0.9%	16.0%
COC(=O)c1cccc(NC(=O)c2nn(C)c(=O)c3ccccc23)c1	-5.7%	-18.3%	3.3%	-4.3%	6.4%	-1.5%	17.5%	0.1%	-23.1%
COc1ccccc1NC(=O)CSc1nncn1-c1cccnc1	4.6%	-25.3%	6.0%	-15.3%	13.9%	-1.8%	0.3%	-22.5%	10.5%
O=[n+]1c2c(n([O-])c3cc(Br)ccc31)CCC2	2.6%	0.0%	0.4%	-6.9%	-20.3%	6.1%	4.8%	9.5%	0.2%
O=C(c1ccc2c(c1)N(Cc1ccccc1F)C(=O)c1ccccc1S2(=O)=O)N1CCN(c2ccccc2F)CC1	11.5%	17.1%	-2.6%	nt	0.8%	nt	nt	0.3%	4.4%
CC1(c2nc3ccccc3[nH]2)c2ccccc2C(=O)N1C1CC1 (stereo not given)	20.8%	?	19.8%	nt	9.7%	19.7%	6.6%	16.3%	1.0%
COc1ccc(NC(=O)Cc2ccc(C)cc2)c([N+](=O)[O-])c1	7.3%	1.2%	6.0%	0.9%	21.7%	14.4%	15.4%	20.8%	-13.7%
COc1ccc(C(CC(=O)Nc2ccc(C)cn2)N2Cc3ccccc3C2=O)cc1OC (stereo not given)	-2.7%	-21.0%	45.9%[activator]	nt	7.9%	nt	nt	-2.9%	-10.5%
CCCC1=NN(c2ccc([N+](=O)[O-])cc2)C(=O)/C1=C\N(C)C	-0.1%	-10.2%	15.3%	nt	6.7%	-20.0%	-22.2%	-10.5%	-16.5%
Cc1cc(NC(=O)CC(C)C)c(=O)n(Cc2c(F)cccc2Cl)c1	3.9%	-3.4%	?	4.7%	-2.0%	-2.9%	-0.4%	7.9%	2.2%
CC(=O)Nc1ccn(-c2ccccc2)n1	4.3%	2.8%	7.6%	4.3%	-19.6%	15.3%	16.2%	11.0%	-15.7%
O=C(CCC(=O)N1CCSc2ccccc21)NCCc1ccccc1	-2.7%	-10.1%	-25.1%	-4.9%	2.4%	-5.3%	-2.7%	9.3%	1.6%
